AT treatment: potential ataxia-telangiectasia treatments restoring KAP-1 phosphorylation | […] A-T fibroblasts, KAP-1 phosphorylation AlphaLISA; neocarzinostatin DNA damage 30 min before lysis | Potency, µM (top dose mostly 57.5 µM), for inactives: top-dose activation, actives largely listed as activators | hit rate 0.19% among 320,000 | AID 485349; also: potency is read from the fitted curve at half-maximal effect; % of control where 0% means no effect; nearly all actives have a fitted effect of over 45% in size
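ATM-like activity read as KAP-1 phosphorylation via AlphaLISA donor/acceptor antibody pairs after lysis and 6 hr at 25C. Cells were ATM-null patient fibroblasts ([…], hTERT), dosed 60 min, then exposed to the DSB inducer NCS for 30 min.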
Mito fusion act: mitochondrial division inhibition or fusion activation; S. cerevisiae fusion-defective mutant growth rescue, CellTiterGlo 48 h; Potency, µM (titrated, usually from 46.1 µM), without a hit: at the highest dose growth rescue (activation), actives largely listed as activators; hit rate 0.23% among 320,000; AID 485298;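 also: potency is read from the fitted curve at half-maximal effect; % of control where 0% means no effect; nearly all actives have a fitted effect of over 45% in size; temperature-sensitive fusion mutants such as fzo1-1 at 37 °C on non-fermentable ethanol glycerol medium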
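S. cerevisiae fusion-defective temperature-sensitive mutants (e.g. fzo1-1, mgm1-5) grown 48 h at 37C in YPEG (ethanol/glycerol non-fermentable) medium with 23 nl compound per well; growth rescue read as CellTiterGlo luminescence.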
TSHR antag: human thyrotropin receptor antagonism; P16473; TSHR-expressing cells, TSH-stimulated cAMP HTRF, 2 h; hits give low values; activity change, negative = inhibition, % at 11.5 µM; hit rate 0.2% among 330,000; AID 504810;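 active = activity change below a set negative limit, meaning inhibition stronger than a set level, cut at about -70% in these data; inconclusive = activity change between two set negative limits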; also: % is scaled to controls: 0 for no effect and ±100 for the full control effect
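Inhibition of cAMP made by TSHR-expressing cells under TSH stimulation (4nM final, EC80; 2 h, 37 deg C) is quantified with a one-step lysis HTRF kit, anti-cAMP cryptate versus cAMP-d2.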
a7 integrin act: integrin-mediated muscular dystrophy alleviation activation; Potency, µM (series often up to 38.3 µM), without a hit: top-dose activation, usual class: activators; hit rate 0.064% among 350,000; AID 624291; alpha7betagal myoblasts, beta-gal FDG fluorescence, 48 h;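 also: potency is read from the fitted curve at half-maximal effect; 100% = response of the positive control SU9516; nearly all actives have a fitted effect of over 60% in size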
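alpha7betagal+/- myoblasts (passage 13, 250/well) treated 48 h at 37C with compounds at 1:260 dilution of DMSO stock. Lysed, then beta-galactosidase activity read as FDG fluorescence (ex 480/em 540) after 30 min, with pre-read for autofluorescence.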
MBNL1 CUG block: inhibitors of human MBNL1 binding to CUG repeat RNA. Q9NR56. TR-FRET MBNL1-His/biotin-(CUG)12 binding, 665/545 ratio. Potency, µM (highest dose often 57.5 µM), for inactives: at the top dose activity change, negative = inhibition, actives largely listed as inhibitors. hit rate 0.036% among 280,000. AID 2675; active = well fitted inhibition curve with a large enough effect in the signal ratio, with a control signal flat, not every such curve was filed as active; inconclusive = small, poorly fitted or top-dose-only effect, or effect the other way, or a change in a side signal; inactive = no such curve, though single readings can be large or run the other way; the % refers to the signal ratio; also: potency is read from the fitted curve at half-maximal effect; % is scaled to controls: 0 for no effect and ±100 for the full control effect
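TR-FRET between His-tagged MBNL1 and biotin-(CUG)12 RNA, detected with Tb anti-His antibody (0.055 ng/ul) and streptavidin-XL665 (5 nM), 60 min at room temperature. Compounds titrated 92 nM to 58 uM; 665/545 nm ratio normalized to buffer and complex controls.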
TSG101-PTAP inh: blocks PTAP/TSG101 interaction to inhibit HIV-1 budding; AID 493005; Q99816; Potency, µM (top dose mostly 115 µM), inactives show at the top dose activity change, negative = inhibition, hits mostly inhibitors; 340,000 tested, under 10 active; Fluorescence polarization, FITC-PTAP peptide / Tsg101 binding; active = well fitted inhibition curve with a large enough effect in the main read-out, with a control signal flat, not every such curve was filed as active; inconclusive = small, poorly fitted or top-dose-only effect, or effect the other way, or a change in a side signal; inactive = no such curve, though single readings can be large or run the other way; also: potency is read from the fitted curve at half-maximal effect; % of control where 0% means no effect
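Steps: Tsg101 binding domain dispensed (10 uM final), compounds pinned in DMSO, FITC-labeled PTAP-motif peptide added (50 nM final); after 20 min binding at room temperature, polarization measured.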
TCR act: activators of T cell receptors | primary human leukocytes, anti-CD3, IL-2 HTRF, 48 h | Potency, µM (top dose mostly 9.22 µM), without a hit: at the highest dose activation of IL-2 secretion, usual class: activators | 330,000 tested, under 10 active; also: % of control where 0% means no effect
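Readout: HTRF IL-2, Eu-cryptate/d2 antibody pair, 320nm excitation, 665nm emission. Stimulus: a-CD3 beads, no co-stimulation. Cells: primary human leukocytes. Exposure: 48 hr with compound.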
Menin MLL FP TR: inhibitors of human menin-MLL interaction, mutant MLL peptide; Menin + Texas Red MLL mutant peptide, fluorescence polarization; Potency, µM (doses to about 61.6 µM), inactives show at the highest dose FP activity change, negative = inhibition, hits mostly inhibitors; O00255; AID 1768; hit rate 0.23% among 270,000; active = well fitted inhibition curve with a large enough effect in the polarisation, with a control signal flat, not every such curve was filed as active; inconclusive = small, poorly fitted or top-dose-only effect, or effect the other way, or a change in a side signal; inactive = no such curve, though single readings can be large or run the other way; the % refers to the polarisation; also: potency is read from the fitted curve at half-maximal effect; % of control where 0% means no effect; many of its hits are not listed in these tables
S-ASM inh: blocks human secretory acid sphingomyelinase; Potency, µM (titrated, usually from 57.5 µM), for inactives: at the highest dose activity change, negative = inhibition, usual class: inhibitors; hit rate 0.006% among 340,000; placental ASM, HMU-PC fluorogenic substrate, 60 min; AID 504937; also: potency is read from the fitted curve at half-maximal effect
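qHTS format. ASM enzyme prepared from human placenta hydrolyses the fluorogenic substrate HMU-PC0 (9 uM final) over 60 min at 37 °C after a 10 min compound preincubation.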
CXXC DNA block: blocks binding of human MLL CXXC domain to DNA; Q03164; MLL-CXXC / FITC-HOXA9 DNA fluorescence polarization; Potency, µM (highest dose often 115 µM), for inactives: top-dose activity change, negative = inhibition, actives largely listed as inhibitors; hit rate 0.037% among 290,000; active = well fitted inhibition curve with a large enough effect in the polarisation, with a control signal flat, not every such curve was filed as active; inconclusive = small, poorly fitted or top-dose-only effect, or effect the other way, or a change in a side signal; inactive = no such curve, though single readings can be large or run the other way; the % refers to the polarisation; also: potency is read from the fitted curve at half-maximal effect
Target sequence (Q03164 whole entry, looked up, the tested form may be a part): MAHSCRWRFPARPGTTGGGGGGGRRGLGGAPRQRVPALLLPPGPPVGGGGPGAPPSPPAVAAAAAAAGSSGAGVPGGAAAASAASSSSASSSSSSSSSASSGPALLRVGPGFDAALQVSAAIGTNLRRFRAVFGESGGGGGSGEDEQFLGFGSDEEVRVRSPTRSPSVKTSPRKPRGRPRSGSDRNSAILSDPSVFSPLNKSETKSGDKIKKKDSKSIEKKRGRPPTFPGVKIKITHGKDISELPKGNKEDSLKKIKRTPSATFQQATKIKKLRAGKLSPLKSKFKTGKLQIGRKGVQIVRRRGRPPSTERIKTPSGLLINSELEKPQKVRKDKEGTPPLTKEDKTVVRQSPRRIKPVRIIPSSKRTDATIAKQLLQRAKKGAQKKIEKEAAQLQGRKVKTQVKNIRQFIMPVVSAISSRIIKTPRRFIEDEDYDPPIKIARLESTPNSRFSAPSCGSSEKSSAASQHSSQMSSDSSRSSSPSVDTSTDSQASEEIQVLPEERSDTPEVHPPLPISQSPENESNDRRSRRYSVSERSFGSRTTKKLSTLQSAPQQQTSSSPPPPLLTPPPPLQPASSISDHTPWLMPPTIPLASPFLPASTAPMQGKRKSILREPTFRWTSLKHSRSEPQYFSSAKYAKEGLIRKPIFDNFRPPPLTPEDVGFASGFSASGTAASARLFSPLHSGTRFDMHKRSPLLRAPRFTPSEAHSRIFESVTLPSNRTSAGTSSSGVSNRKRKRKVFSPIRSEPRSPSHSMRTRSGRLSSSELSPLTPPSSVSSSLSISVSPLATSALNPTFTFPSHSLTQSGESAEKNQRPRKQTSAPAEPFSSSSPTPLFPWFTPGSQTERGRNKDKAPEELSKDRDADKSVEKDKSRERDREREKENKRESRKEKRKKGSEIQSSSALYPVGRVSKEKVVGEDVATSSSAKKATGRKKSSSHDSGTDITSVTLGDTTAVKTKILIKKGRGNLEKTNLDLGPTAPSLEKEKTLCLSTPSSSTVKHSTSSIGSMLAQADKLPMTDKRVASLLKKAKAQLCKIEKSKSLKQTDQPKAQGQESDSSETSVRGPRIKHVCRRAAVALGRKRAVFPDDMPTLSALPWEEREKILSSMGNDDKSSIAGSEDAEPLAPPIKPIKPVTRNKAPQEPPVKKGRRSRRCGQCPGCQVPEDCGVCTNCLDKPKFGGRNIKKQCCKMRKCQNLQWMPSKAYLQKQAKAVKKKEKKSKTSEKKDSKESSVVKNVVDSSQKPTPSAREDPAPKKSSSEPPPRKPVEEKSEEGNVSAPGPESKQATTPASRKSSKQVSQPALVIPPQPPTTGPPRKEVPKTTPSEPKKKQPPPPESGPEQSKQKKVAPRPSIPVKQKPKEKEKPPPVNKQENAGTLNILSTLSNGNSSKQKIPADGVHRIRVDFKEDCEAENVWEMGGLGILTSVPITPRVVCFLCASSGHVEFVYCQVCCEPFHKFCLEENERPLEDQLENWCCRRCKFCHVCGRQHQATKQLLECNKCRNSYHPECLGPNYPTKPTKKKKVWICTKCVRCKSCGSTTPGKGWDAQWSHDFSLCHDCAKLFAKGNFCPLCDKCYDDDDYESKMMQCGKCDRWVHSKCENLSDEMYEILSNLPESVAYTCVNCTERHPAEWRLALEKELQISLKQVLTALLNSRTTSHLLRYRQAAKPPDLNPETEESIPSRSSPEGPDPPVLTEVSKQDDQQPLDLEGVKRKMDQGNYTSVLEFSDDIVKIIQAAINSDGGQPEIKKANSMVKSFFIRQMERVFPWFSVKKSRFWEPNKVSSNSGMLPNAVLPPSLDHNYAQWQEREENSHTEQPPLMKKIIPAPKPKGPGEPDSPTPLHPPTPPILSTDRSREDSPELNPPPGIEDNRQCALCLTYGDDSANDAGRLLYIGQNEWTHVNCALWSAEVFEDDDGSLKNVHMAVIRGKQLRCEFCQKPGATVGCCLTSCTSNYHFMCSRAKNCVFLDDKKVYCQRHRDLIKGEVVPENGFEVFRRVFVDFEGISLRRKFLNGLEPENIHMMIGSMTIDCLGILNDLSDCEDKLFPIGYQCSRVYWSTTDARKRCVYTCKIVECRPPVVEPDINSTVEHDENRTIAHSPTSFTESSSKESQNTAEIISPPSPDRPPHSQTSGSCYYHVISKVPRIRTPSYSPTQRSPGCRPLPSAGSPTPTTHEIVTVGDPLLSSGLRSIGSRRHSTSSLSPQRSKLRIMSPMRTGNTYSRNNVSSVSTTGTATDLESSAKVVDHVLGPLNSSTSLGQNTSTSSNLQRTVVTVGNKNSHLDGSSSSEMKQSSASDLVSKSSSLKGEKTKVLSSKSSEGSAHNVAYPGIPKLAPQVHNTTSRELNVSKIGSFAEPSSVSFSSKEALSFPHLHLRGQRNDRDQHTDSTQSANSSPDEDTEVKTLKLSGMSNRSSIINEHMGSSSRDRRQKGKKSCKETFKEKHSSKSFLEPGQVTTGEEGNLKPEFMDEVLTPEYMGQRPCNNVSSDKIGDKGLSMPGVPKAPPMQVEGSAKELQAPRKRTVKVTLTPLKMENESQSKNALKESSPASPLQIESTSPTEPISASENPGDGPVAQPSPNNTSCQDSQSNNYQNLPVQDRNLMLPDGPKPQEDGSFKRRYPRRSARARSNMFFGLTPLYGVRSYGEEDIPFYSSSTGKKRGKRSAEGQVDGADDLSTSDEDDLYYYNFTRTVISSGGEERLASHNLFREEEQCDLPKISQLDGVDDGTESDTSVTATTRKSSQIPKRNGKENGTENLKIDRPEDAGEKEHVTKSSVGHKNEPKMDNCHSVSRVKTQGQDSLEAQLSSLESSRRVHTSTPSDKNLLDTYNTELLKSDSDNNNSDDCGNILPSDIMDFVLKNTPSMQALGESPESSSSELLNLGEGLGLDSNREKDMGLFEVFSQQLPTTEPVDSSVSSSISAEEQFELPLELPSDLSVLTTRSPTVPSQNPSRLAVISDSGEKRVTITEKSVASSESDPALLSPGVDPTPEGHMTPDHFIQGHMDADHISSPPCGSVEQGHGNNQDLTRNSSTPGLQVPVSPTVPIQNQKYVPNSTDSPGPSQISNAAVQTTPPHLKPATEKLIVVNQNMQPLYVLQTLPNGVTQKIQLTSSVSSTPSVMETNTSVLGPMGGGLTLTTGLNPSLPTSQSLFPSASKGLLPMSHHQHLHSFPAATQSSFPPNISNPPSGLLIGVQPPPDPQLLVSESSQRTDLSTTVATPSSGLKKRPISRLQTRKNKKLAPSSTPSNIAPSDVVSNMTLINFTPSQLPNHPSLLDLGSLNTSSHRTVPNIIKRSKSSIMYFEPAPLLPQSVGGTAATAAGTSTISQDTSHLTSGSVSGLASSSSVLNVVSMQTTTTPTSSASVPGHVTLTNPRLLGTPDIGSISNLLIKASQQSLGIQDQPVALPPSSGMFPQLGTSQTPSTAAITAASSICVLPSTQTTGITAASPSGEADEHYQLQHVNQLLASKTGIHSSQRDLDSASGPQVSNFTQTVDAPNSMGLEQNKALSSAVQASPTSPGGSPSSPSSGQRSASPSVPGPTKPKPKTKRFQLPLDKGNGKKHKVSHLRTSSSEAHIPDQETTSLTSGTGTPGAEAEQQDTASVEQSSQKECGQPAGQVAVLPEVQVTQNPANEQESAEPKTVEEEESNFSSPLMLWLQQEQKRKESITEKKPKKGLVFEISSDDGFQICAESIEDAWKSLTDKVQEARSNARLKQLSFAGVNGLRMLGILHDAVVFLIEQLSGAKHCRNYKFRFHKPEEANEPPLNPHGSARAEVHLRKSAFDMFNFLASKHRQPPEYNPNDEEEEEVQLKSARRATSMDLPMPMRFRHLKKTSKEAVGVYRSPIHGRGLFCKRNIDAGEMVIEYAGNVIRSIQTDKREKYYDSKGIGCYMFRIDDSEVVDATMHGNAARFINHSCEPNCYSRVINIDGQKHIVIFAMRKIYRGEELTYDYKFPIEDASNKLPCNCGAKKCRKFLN
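Fluorescence polarization: 7 uM MLL-CXXC (stock) preincubated 5 min with compounds, then 50 nM fluorescein-HOX-A9 DNA (stock) added; 30 min ambient. Buffer 50 mM Tris-HCl pH 7.5, 50 mM NaCl, 1 mM DTT, 0.05% BSA.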
The depositor's hits bear a star; ? = inconclusive; . = not tested or not shown; [ ] = remark or other dose. Unless noted, calls follow the shape of the dose curve; as a rule, active = well fitted curve in the direction sought with a large enough effect; inconclusive = small, poorly fitted or top-dose-only effect, or another doubt; inactive = no such curve, though single readings can be large; an effect the other way counts as inactive or inconclusive. Some of the compounds tested (hit frequency here may not be typical).

nr	smiles	Menin MLL FP TR	Mito fusion act	TCR act	a7 integrin act	TSHR antag	CXXC DNA block	MBNL1 CUG block	S-ASM inh	AT treatment	TSG101-PTAP inh
1	CN(CCC1CCCCO1)C(=O)CCc1nnc(CCCCc2ccccc2)o1 (centres undefined)	?	4%	-3%	?	5	-9%	-15%	3%	3%	0%
2	CCN(CC)c1ccc(S(=O)(=O)N2CCOCC2)cc1NC(=O)CN1CCN(Cc2ccccc2)CC1	.	-17%	-43%	-15%	-6	-10%	-9%	1%	-5%	-7%
3	CCN(C[C@H]1N[C@@](CC)(C(=O)OC)[C@H]2C(=O)N(C)C(=O)[C@@H]12)S(=O)(=O)c1ccccc1	.	.	2%	14%	-8	.	.	6%	5%	-1%
4	C=CCn1c(SCC(=O)O)nnc1-c1cccc(Cl)c1	16%	-2%	-3%	1%	17	-6%	-6%	2%	0%	-2%
5	COc1ccc(CC(=O)N(c2ccccc2)c2nc(C)cs2)cc1	-9%	8%	4%[46.1 µM]	8%	-8	2%	-11%	-5%	4%	1%
6	COc1cc(NC(=S)NC(=O)c2ccc(C)cc2C)ccc1NC(=O)c1cccs1	-1%	6%	-1%	8%	1	12%	?	-11%	.	2%
7	Cc1cccc(NC(=O)NNC(=O)c2ccc3ccccc3c2)c1	-5%	2%	9%	-19%	-1	5%	6%	-1%	-2%	-5%
8	C[C@H](NC(=O)C1CCC(CNC(=O)[C@@H]2CCCN2C(=O)OC(C)(C)C)CC1)C(=O)O (some centres undefined)	14%	4%	-4%	19%	3	5%	-7%	0%	-2%	-2%
9	Cc1ccc2nc(SCc3nc4ccccc4c(=O)[nH]3)[nH]c2c1	-6%	?	3%	4%	0	-17%	-3%	-1%	3%	-3%
10	COc1ccc(C(=O)Nn2c(SCC(=O)NC3CCCC3)nc3ccccc3c2=O)cc1	-5%	-7%	-2%	0%	-5	-18%	-12%	-5%	10%	-6%
11	CCOC(=O)Cn1ncn(-c2ccc(OC(F)(F)F)cc2)c1=O	-13%	-1%	0%	-22%	-4	-5%	-3%	2%	6%	-1%
12	O=C(CSc1ccccn1)C12CC3CC(CC(C3)C1)C2	-26%	17%	11%	-43%	-15	23%	-1%	-3%	8%	-1%
13	O=C(O)c1cc(-c2cccnc2)nc2ccccc12	.	-1%	4%	-4%	-3	-1%	-5%	0%	-12%	-2%
14	CN1CCN(C(=O)C2CCCN(c3ncnc4c3nc3n4CCCCC3)C2)CC1 (centres undefined)	.	-5%	-1%	-32%	-9	13%	6%	1%	-7%	-3%
15	Cc1ccc(C(=O)CSc2nnc(-c3ccncc3)n2C)cc1	-11%	-7%	2%	-18%	-4	8%	-4%	-4%	5%	-2%
16	CCOC(=O)c1c(C)n(C)c2cc(-c3cccc(C(F)(F)F)c3)c(O)cc12	9%	-6%	-6%[46.1 µM]	0%	-3	-1%	10%	1%	-1%	-2%
17	COc1c(Cl)cc(Br)c(OC)c1C(=O)NC(=O)Nc1nc(C)cc(C)n1	.	3%	-5%	-31%	3	-4%	0%	0%	4%	-6%
18	CN(CC1CCCCO1)C(=O)c1cc(COc2ccc(F)cc2Cl)on1 (centres undefined)	-4%	-3%	-2%	21%	-5	6%	6%	-4%	2%	.
19	COc1ccc(NC(=O)CSc2ccccn2)c([N+](=O)[O-])c1	.	0%	-7%	5%	17	-5%	?	-9%	-4%	-1%
20	CCOc1cccc(N2C(=O)CC(N3CCN(c4nc5ccccc5s4)CC3)C2=O)c1 (centres undefined)	-21%	-1%	3%	11%	1	9%	-7%	-20%	0%	-8%
21	CC1CC(=O)Nc2ccccc2N1C(=O)COc1ccc2cc(Br)ccc2c1 (centres undefined)	.	-1%	-1%	-19%	-12	.	.	-13%	7%	-2%
22	CN(/N=C/c1ccc2c(c1)OCO2)c1ccccc1	?	7%	-3%[46.1 µM]	25%	-8	16%	-2%	-2%	18%	-1%
23	CCCNC(=O)C1CC(=O)N(c2ccc(OCC(=O)Nc3cccc(C)c3C)cc2)C1 (centres undefined)	0%	-3%	-2%	27%	-1	-3%	-10%	-2%	15%	-4%
24	Cc1cccc(N2CCN(Cc3oc(CO)cc(=O)c3O)CC2)c1C	-1%	2%	3%	-25%	5	-15%	5%	6%	6%	-4%
25	CCC(C(=O)N1CCC(N2CCCCC2)CC1)n1nc(C)c2sc3ccccc3c2c1=O (centres undefined)	.	1%	2%	7%	2	-4%	2%	0%	-2%	-7%

Next part.
nr	smiles	Menin MLL FP TR	Mito fusion act	TCR act	a7 integrin act	TSHR antag	CXXC DNA block	MBNL1 CUG block	S-ASM inh	AT treatment	TSG101-PTAP inh
26	COc1ccc(OC)c(/C=C/C(=O)NC2=NCCS2)c1	-3%	1%	8%	0%	35	?	18%	382%[activator]	4%	-6%
27	N#Cc1cnc(Nc2nc3ccccc3o2)nc1-c1ccccc1	-2%	-13%	3%	-10%	0	0%	7%	-1%	4%	-3%
28	COc1ccccc1-n1cnnc1SCC(=O)NC1CCCCC1	.	0%	13%	4%	-5	.	.	4%	6%	1%
29	COc1ccc(N(CC(=O)N2CCc3ccccc3C2)S(C)(=O)=O)cc1	-7%	3%	.	1%	-22	12%	-6%	0%	.	-14%
30	COc1cccc(C2(O)CCN(C(=O)C3CCC3)CC2)c1	-1%	3%	-5%	1%	-7	0%	1%	-3%	3%	-3%
31	COc1cccc(CNC(=O)C(C(=O)NCc2cccc(OC)c2)c2ncc(C(F)(F)F)cc2Cl)c1	?	10%	-5%	29%	1	-2%	-3%	1%	-1%	1%
32	Cc1ccc(C)c(NC(=O)c2ccc3c(=O)n4c(nc3c2)CCC4)c1	.	2%	-2%	0%	21	.	.	2%	1%	-4%
33	CCOc1ccc(NC(=O)CN(C)c2nnnn2-c2ccccc2)cc1OCC	15%	-9%	-2%	-7%	-6	18%	-1%	3%	-23%	-4%
34	N/C(CN1CCCC1=O)=N\OC(=O)c1ccc(Cl)c(Cl)c1	-3%	-22%	1%[46.1 µM]	13%	-7	2%	-1%	6%	-7%	-5%
35	Cc1ccc(CCNC(=O)C2CCN(S(=O)(=O)c3ccc4nc5c(c(C(=O)O)c4c3)CCCC5)CC2)cc1	10%	-6%	-5%	-6%	-12	7%	7%	18%	6%	-5%
36	COC(=O)C1CSC(C(=O)OC)N1C(=O)Nc1ccc(Cl)c(Cl)c1 (centres undefined)	12%	-4%	-11%	13%	10	6%	2%	2%	0%	1%
37	O=C(CSc1nc(-c2ccccc2)cc(C(F)(F)F)n1)N1CCOCC1	-14%	3%	0%	-12%	-8	-4%	-1%	-1%	-3%	-5%
38	CN(C)S(=O)(=O)c1ccc(NC=O)cc1	11%	1%	0%	5%	2	12%	-5%	2%	0%	0%
39	Nc1c(C(=O)Nc2nc3ccccc3s2)sc2nc(-c3cccs3)ccc12	?	3%	-4%	-56%[inhibitor]	-24	?	30%	15%	16µM*	?
40	Cn1c(=O)c2sccc2n(CC(=O)NCCC2=CCCCC2)c1=O	24%	-3%	-11%	-21%	-11	-3%	1%	-1%	-5%	0%
41	CC(OC(=O)CCCN1C(=O)c2ccccc2C1=O)C(=O)Nc1ncc(Cl)cc1Cl (centres undefined)	5%	-3%	2%	15%	2	13%	1%	7%	0%	-8%
42	Cc1cc(C)cc(C(=O)N(Cc2ccco2)c2c(N)n(Cc3ccccc3)c(=O)[nH]c2=O)c1	.	-5%	7%	27%	-21	.	.	-3%	1%	0%
43	c1ccc(Cc2noc(CN3CCN(CCOc4ccccc4)CC3)n2)cc1	-17%	-8%	7%	34%	-2	3%	7%	3%	10%	0%
44	Cc1cc(Cl)ccc1OCC(=O)NNC(=O)CCOc1ccccc1	.	4%	1%	-15%	-7	.	.	1%	6%	0%
45	CCOC(=O)c1ccc(N2CSC3=C(C#N)C(c4cccs4)CC(=O)N3C2)cc1 (centres undefined)	-2%[11.7 µM]	8%	-3%	0%	-1	-11%	34%[activator]	-3%	3%	0%
46	O=C(CNC(=O)c1ccco1)NCC(=O)OCc1ccc(C(=O)Oc2ccc(Cl)cc2)cc1	?	-1%	0%	-4%	-6	-1%	-8%	-1%	.	-2%
47	COC(=O)C1=C(C(=O)OC)C(c2ccc(OC)c(OC)c2)c2sc(=O)[nH]c2S1 (centres undefined)	-8%	1%	0%	0%	-5	-1%	?	8%	0%	1%
48	CCN(CC)S(=O)(=O)c1cc(NC(=O)COC(=O)CCc2nc3ccccc3s2)ccc1C	40%[activator]	-1%	.	17%	.	-4%	-2%	-9%	.	.
